Assay outcomes: PubChem, National Center for Advancing Translational Sciences (NCATS)
PLK1 PBD block = blocks phosphopeptide binding to human PLK1 polo-box domain; P53350; Plk1 PBD binding of FITC phosphopeptide, fluorescence polarization; Potency, µM, for the others: max response, negative = inhibition, actives largely listed as inhibitors; 2.8% of 360,000 active; further: potency means the concentration at half of the fitted maximal effect; series mostly up to about 57 µM; on the % scale 0 is the no-effect control and ±100 the full control effect; nearly all actives have a fitted effect of over 65% in size
EPAC1 ag = activates human EPAC1 exchange factor | O95398 | EPAC1 agonist qHTS, biochemical assay; response scale: 100% = response to 6.5 mM cAMP | Potency, µM (titrated, usually from 154 µM), inactives show top-dose activation, usual class: activators | 0.073% of 360,000 active | AID 720707; further: potency means the concentration at half of the fitted maximal effect; nearly all actives have a fitted effect of over 60% in size
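Compounds were pinned as a concentration titration into mixtures of EPAC1 (100 nM), BODIPY-GDP-loaded Rap1B (250 nM) and GDP (50 uM). After 5 min at room temperature, fluorescence was followed for 30 min; activity was scaled to 6.5 mM cAMP.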
PTHR1 agonist = activates the human parathyroid hormone receptor PTHR1. Q03431. HEK293 GP2 PTHR1 cells, GloSensor cAMP luminescence, 1 h. Potency, µM (doses to about 115 µM), for inactives: at the top dose activation, most hits filed as activators. 0.075% of 410,000 active. AID 743266; further: potency means the concentration at half of the fitted maximal effect; nearly all actives have a fitted effect of over 55% in size; some results filed as inactive show a strong effect at the top dose; inactives centre near -15; many of its hits are not listed in these tables
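HEK-293-derived GP2 cells expressing PTHR1 and a GloSensor cAMP reporter, 3,000/well, plated overnight, given luciferin plus IBMX (each 0.5 mM as added) for 1 h at 37 °C, then compound for 1 h at 37 °C. Luminescence was read after 15 min at room temperature.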
PI5P4K alpha inh = blocks human PI5P4K alpha kinase activity; P48426; PI5P4Kalpha enzyme, ADP-Glo luminescence, 60 min; hits give low values; max response, %; 1.2% of 330,000 active; active means max response of -50% or lower; inconclusive means between -30% and -50%; inactive means -30% or higher; further: value at the top dose of about 77 µM; on the % scale 0 is the no-effect control and ±100 the full control effect
Target sequence (P48426 whole entry, looked up): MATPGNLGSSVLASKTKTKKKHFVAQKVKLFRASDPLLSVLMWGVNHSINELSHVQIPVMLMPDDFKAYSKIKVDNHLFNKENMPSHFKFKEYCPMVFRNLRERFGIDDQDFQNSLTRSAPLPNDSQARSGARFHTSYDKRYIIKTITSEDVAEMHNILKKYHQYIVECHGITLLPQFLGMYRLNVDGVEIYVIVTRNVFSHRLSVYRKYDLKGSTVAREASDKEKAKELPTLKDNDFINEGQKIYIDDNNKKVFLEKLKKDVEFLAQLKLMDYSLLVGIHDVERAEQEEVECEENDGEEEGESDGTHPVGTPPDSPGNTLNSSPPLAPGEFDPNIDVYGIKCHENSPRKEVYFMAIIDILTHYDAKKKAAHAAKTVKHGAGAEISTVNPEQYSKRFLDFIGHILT
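Human PI5P4Kalpha with substrate in 0.038 M HEPES pH 7.4, 0.28 mM EGTA, 0.1% CHAPS, 5% DMSO; reaction started with 5 microM ATP (final), 60 min at room temperature. ADP formed read by ADP-Glo luminescence.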
EPAC1 antag = blocks human EPAC1 exchange factor | O95398 | EPAC1 GEF assay, Rap1b-BODIPY-GDP exchange fluorescence | Potency, µM (series often up to 115 µM), for the others: at the top dose activity change, negative = inhibition, actives largely listed as inhibitors | 0.14% of 360,000 active | AID 720709;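 further: potency means the concentration at half of the fitted maximal effect; plate controls were vehicle for no effect and positive control for full effect; nearly all actives have a fitted effect of over 50% in size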
IL-2 act = activators of IL-2; IL-2 activation reporter assay, cell-based qHTS; stimulated with anti-CD3/CD4/CD28 beads; in transgenic mouse T cells; activation, % (series mostly up to about 46 µM); 0.065% of 360,000 active; AID 652025; in the data active means activation above about 50%; inconclusive means mostly about 30% to 49%; further: 0% is about no effect
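Unstimulated transgenic mouse T cells preincubated 60 min with compound, then stimulated with anti-CD3/anti-CD4-coated beads plus anti-CD28 for 18 h at 37 degrees C. IL-2 response read as EGFP and DsRed fluorescence by plate cytometry.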
HEK293 tox = cytotoxicity in counter-screen for GLP-1R inverse agonists | HEK293 cAMP-luciferase reporter cells, luminescence, 24 h | Potency, µM (titrated, usually from 38.3 µM), for the others: top-dose activity change, negative = inhibition, hits mostly inhibitors | 0.13% of 410,000 active | AID 624418;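 further: loss of luciferase light is scored as toxicity; potency means the concentration at half of the fitted maximal effect; on the % scale 0 is the no-effect control and ±100 the full control effect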
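A 23 nL compound transfer followed 12 hours of cell culture at 37 deg C; exposure then lasted 24 hr. Luciferase assay detection reagent was dispensed and plates read for luminescence after a 12 min room-temperature wait.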
GLP1R ag = activates the human GLP-1 receptor; 0.007% of 380,000 active; Potency, µM (titrated, usually from 45.6 µM), for inactives: at the highest dose activation, hits mostly activators; HEK293 GLP-1R CRE-luciferase, luminescence, 4-6 h; cells express a hypersensitive GLP-1R form; further: potency means the concentration at half of the fitted maximal effect; % of control where 0% means no effect
Target sequence (P43220 whole entry, looked up): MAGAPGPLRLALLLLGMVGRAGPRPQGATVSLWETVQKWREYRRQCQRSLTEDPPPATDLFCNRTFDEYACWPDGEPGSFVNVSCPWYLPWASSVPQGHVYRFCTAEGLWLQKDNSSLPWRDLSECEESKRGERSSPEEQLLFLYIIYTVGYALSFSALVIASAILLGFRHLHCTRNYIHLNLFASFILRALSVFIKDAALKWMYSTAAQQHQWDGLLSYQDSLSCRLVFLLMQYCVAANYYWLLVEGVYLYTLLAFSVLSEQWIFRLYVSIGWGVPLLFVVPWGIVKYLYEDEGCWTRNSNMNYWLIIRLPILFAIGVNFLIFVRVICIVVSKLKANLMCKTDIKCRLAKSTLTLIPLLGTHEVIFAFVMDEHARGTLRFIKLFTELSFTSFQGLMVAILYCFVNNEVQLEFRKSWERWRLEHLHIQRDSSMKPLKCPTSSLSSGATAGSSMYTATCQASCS
GLP-1R inv ag = GLP-1 receptor (human) inverse agonism. P43220. HEK293 GLP-1R CRE-luciferase, luminescence, 24 h; GLP-1R form is constitutively active. Potency, µM (highest dose often 38.3 µM), inactives show at the highest dose activity change, negative = inhibition, usual class: inhibitors. 1.6% of 410,000 active. AID 624417; further: potency means the concentration at half of the fitted maximal effect; on the % scale 0 is the no-effect control and ±100 the full control effect; nearly all actives have a fitted effect of over 55% in size
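HEK293 cells stably co-expressing constitutively active GLP-1R and a cAMP-responsive luciferase reporter were seeded in DMEM with 10% Nu serum, given compounds after 12 h, and incubated 24 h at 37 deg C. Luminescence was then read.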
* = called active by the depositor; i = inactive; ? = inconclusive; nt = no result given; [ ] = another dose, or the depositor's remark. Unless noted, the call rests on the fitted dose curve; in most records, active means well fitted curve in the direction sought with a large enough effect; inconclusive means small, poorly fitted or top-dose-only effect, or another doubt; inactive means no such curve, though single readings can be large; an effect the other way counts as inactive or inconclusive. These rows are one share of the data; the hit share may differ from the screen's.

molecule	GLP-1R inv ag	IL-2 act	PTHR1 agonist	GLP1R ag	HEK293 tox	PI5P4K alpha inh	EPAC1 ag	EPAC1 antag	PLK1 PBD block
CCc1nn(CC(=O)N2CCCCCC2)c(=O)c2cc3ccccc3n12	3%	-0.7	-11%	2%	0%	0	8%	-23%	-6%
O=C(CNC(=O)C1CCCC1)Nc1ccccc1Br	14%	-0.5	i	2%	-9%	-1	-4%	0%	-3%
O=C(Nc1ccc(F)cc1)c1nc2c(nnn2Cc2cccc3ccccc23)c(=O)[nH]1	?	-0.4	-30%	0%	2%	-4	-10%	-20%	24µM*
Clc1ccc(CN2CCCCCCC2)cc1Cl	?	-1.9	-4%	-4%	-6%	0	0%	-19%	-3%
Cc1ccc(-n2nc(C)c3c(C(=O)OCC(=O)N(C)C4CCS(=O)(=O)C4)cc(-c4ccccc4)nc32)cc1 (stereo not given)	-11%	-2.8	i	4%	13%	15	10%	-8%	-18%
O=C(/C=C(\c1ccc(Cl)cc1)n1cncn1)c1ccc(Cl)cc1	-1%	-2.4	-3%	-4%	-14%	nt	7%	9%	-10%
CCCCN(C)C(=O)C1CCCN(S(=O)(=O)c2ccc3c(c2)CC(C)N3C(=O)C2CC2)C1 (stereo not given)	15%	0.8	-87%[inhibitor]	-3%	-10%	6	-9%	-13%	0%
O=C(Nc1ccc(COc2ccccc2)cc1)c1cccc([N+](=O)[O-])c1	13%	-1.9	i	4%	12%	3	-7%	24%	-7%
CCCC(=O)N(CC(=O)Nc1sc(C)c(C)c1C(N)=O)Cc1ccccc1	-4%	-0.2	?	10%	3%	0	17%	-16%	-12%
CCCN(CCC)S(=O)(=O)c1cccc(-c2csc(C)n2)c1	?	3.9	-24%	?	9%	0	3%	-24%	-6%
CCn1c(CNC(=O)c2ccco2)nnc1SCC(=O)Nc1cc(C)c(C)cc1Br	1%	-1.7	-8%[57.5 µM]	-2%	-11%	nt	5%	10%	-6%
Cc1cc(NC(=O)C(C)SCC(=O)OCC(=O)N(Cc2ccccc2)C(C)(C)C)no1 (stereo not given)	-21%	-0.9	-23%	9%	1%	-2	3%	-3%	-8%
Cc1ccc2cc(CN(C(=O)C3CCCO3)C3CCCCC3)c(=O)[nH]c2c1 (stereo not given)	-21%	-0.1	-10%	4%	-23%	-22	7%	-9%	-4%
CCCCNC(=S)NCCN1CCN(C(=S)NCCCC)CC1	-18%	0.5	i	7%	2%	9	-9%	-15%	-5%
O=C(CSc1nnc(SCc2ccccc2)s1)N/N=C/C=C/c1ccco1	7%	-0.3	-9%	-4%	-11%	-96*	3%	?	?
CCOC(=O)CSc1nnc(CNC(=O)c2ccc(OC)c(OC)c2)n1C	5%	-1.9	i	-6%	5%	nt	17%	0%	-12%
CCOC(=O)C(Cc1ccccc1)c1ccnc2nc(N)nn12 (stereo not given)	1%	0.0	-10%	-6%	2%	0	9%	-8%	-10%
Cc1cc(C)nc(Sc2nc(C)nc3c2oc2ccccc23)n1	?	2.9	-21%[57.5 µM]	15%	-6%	11	0%	-12%	-8%
COC(=O)/C(C#N)=C/c1c(N2CCN(c3cccc(Cl)c3)CC2)nc2c(C)cccn2c1=O	3%	0.5	i	13%	-8%	7	12%	5%	-6%
Cc1ccc(S(=O)(=O)CCC(=O)Oc2ccc3c(C)cc(=O)oc3c2)cc1	3%	0.2	i	-23%	135%[activator]	-1	-4%	-14%	?
O=C1NC(c2ccc(-c3ccccc3[N+](=O)[O-])o2)C(C(=O)c2ccccc2)C(O)(C(F)(F)F)N1 (stereo not given)	-11%	0.7	-20%	19%	-8%	-3	0%	?	-10%
OCCC1CN(Cc2cc3ccccc3o2)CCN1Cc1ccc(F)cc1 (stereo not given)	?	0.6	-8%	8%	-5%	0	9%	7%	-1%
COC(=O)c1cccc(N/C=C(\[N+](=O)[O-])S(=O)(=O)c2ccccc2)c1	-2%	-2.3	i	0%	20%	-6	-3%	1%	-27%
Cc1cc2c(cc1C)N(C(=O)CSC1=NCCS1)C(C)(C)c1ssc(=S)c1-2	-8%	0.4	0%	4%	-15%	nt	13%	3%	-5%
COc1ccccc1C(=O)N1C(CC(=O)Nc2ccc(C)c(C)c2)C(=O)NC2CCCCC21 (stereo not given)	?	-0.1	-9%	-1%	-16%	-1	3%	16%	-9%
Cc1ccccc1-n1c(=O)n(Cc2ccccc2)c(=O)c2[nH]cnc21	147%[activator]	-4.4	?	11%	0%	-13	0%	-9%	-12%
O=S(=O)(c1ccc(F)cc1)N1CCN(CC(O)COCC2CCCO2)CC1 (stereo not given)	7%	0.1	i	-14%	-6%	-8	-52%[inhibitor]	-18%	-9%
CC1=C(C(=O)OCc2ccccc2)C(c2ccc(Cl)cc2)NC(=O)N1C (stereo not given)	?	-0.7	-48%[inhibitor]	19%	-13%	12	17%	-19%	-2%
COc1cc(OC)cc(C(=O)OCC(=O)N(C)c2ccccc2)c1	4%	-0.7	i	9%	1%	0	3%	-3%	-6%
C=CCOc1ccc(C2C(C(=O)c3ccco3)=C(O)C(=O)N2Cc2cccnc2)cc1 (stereo not given)	-4%	-1.5	-5%[57.5 µM]	-8%	?	-4	1%	0%	-7%
CNC(=S)N/N=C/c1cn(CCOc2ccc(OC)cc2)c2ccccc12	?	-1.4	i	10%	-3%	2	4%	-11%	0%
CCN(CC)S(=O)(=O)c1ccccc1/C=N\O	-2%	1.9	-10%[57.5 µM]	-29%	10%	2	7%	-23%	-4%
Cc1nn(-c2ccccc2)c(N2CCCC2)c1/C=N/NC(=O)c1ccccc1O	0%	6.4	-16%	-2%	-8%	4	-3%	-4%	0%
CC1=C(C(=O)Nc2cccc(C(=O)N3CCN(c4cccc(C(F)(F)F)c4)CC3)c2)SCCO1	?	-2.5	-41%[inhibitor]	4%	-16%	2	0%	-15%	-6%
CCSc1ccc([C@@H]2[C@H]3C(=O)N(C)C(=O)[C@H]3[C@]3(C(=O)OC)CCCCN23)cc1OC	?	-0.3	-12%	10%	-21%	-2	5%	-16%	-14%
COc1ccc(NCc2cc3cc4c(cc3n(CC(=O)Nc3cccc(F)c3)c2=O)OCO4)cc1	13%	nt	-16%	-3%	2%	nt	nt	nt	nt
Cc1cc(OCCCN2CCN(Cc3ccccc3)CC2)ccc1[N+](=O)[O-]	?	0.3	-16%	3%	4%	-2	-2%	15%	4%
Cc1ccc(NC(=O)CNCC(c2ccccc2)N(C)C)cc1F (stereo not given)	-24%	-3.0	i	-1%	-18%	0	2%	-7%	-13%
Cc1nn(CC(=O)OCC(=O)Nc2cccc(S(N)(=O)=O)c2)c(C)c1[N+](=O)[O-]	1%	2.0	i	7%	0%	1	1%	-13%	3%
Cc1cccc2cc(=O)[nH]c(C)c12	18%	-0.3	i	-5%	-15%	-5	11%	-2%	-12%
CCCCCCOc1ccc(N2C(=O)CC(NCCc3ccc(S(N)(=O)=O)cc3)C2=O)cc1 (stereo not given)	0%	-1.7	-13%[57.5 µM]	-13%	-9%	-7	0%	0%	-4%
CC#CCN(Cc1ccco1)C(=O)c1ccc(OC2CCN(Cc3ccccn3)CC2)cc1	?	-5.5	i	20%	?	2	6%	2%	-7%
CC(C)c1onc(C(=O)N(C)C2CCCCC2)c1[N+](=O)[O-]	-29%	0.4	-2%	23%	-14%	1	-12%	-22%	-10%
O=c1[nH]c(-c2ccccn2)nc2ccccc12	?	-0.7	-59%[inhibitor][57.5 µM]	-25%	?	4	6%	-4%	3%
Cc1ccc(NC(=O)N2C3CCCC2CC(NC(=O)C(C)(C)C)C3)cc1 (stereo not given)	-25%	-0.1	i	7%	1%	0	14%	-1%	-3%
O=C(CCN1CCN(S(=O)(=O)c2ccc(Cl)cc2)CC1)Nc1ccccc1F	-12%	-6.5	-20%	6%	12%	1	-14%	-21%	-8%
CCOC(=O)[C@]12CCC=C1N(CCC1=CCCCC1)C(=O)[C@H](CC(=O)N1CCSCC1)C2	0%	-0.1	-23%	10%	4%	-1	-13%	-11%	-6%
Cc1ccc(S(=O)(=O)N(C)C)cc1NC(=O)COC(=O)CN1C(=O)c2ccccc2C1=O	-3%	-0.7	i	0%	-4%	0	6%	-7%	-15%
